TAG inh: triacylglycerol accumulation inhibition; H9c2 cells, Nile Red lipid (TAG) fluorescence; cells loaded with 200 µM oleic acid; inhibition, % at 12.5 µM; actives 0.66% (n = 230,000);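 active means pattern-corrected inhibition of lipid staining of at least 50% with the nuclear-stain viability signal not falling by more than 50%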;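 further: 0% = DMSO wells and 100% = triacsin C control wells; some results filed as inactive read as strong as hits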
TAG inh DAPI viability: also measured in TAG inh; calls as there; DAPI nuclei signal change (viability), lower = more cytotoxic, %;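 whole-well DAPI fluorescence read on a plate reader as a viability signal; minus 50 percent equals half of cells still viable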
* hit, by the source's call.

no. | Structure | TAG inh | TAG inh DAPI viability
1 | O=C(Cc1c(F)cccc1Cl)NNC(=O)c1cccs1 | 12 | 2
2 | CCCc1ccc(OCc2ccc(C(=O)N/N=C/c3cccc([N+](=O)[O-])c3)o2)c(OC)c1 | -4 | 8
3 | CC(=O)Cc1c(C(=O)O)c(C)nn1-c1ccccc1 | 12 | -12
4 | CCc1nc2c(OCC(=O)C(C)(C)C)cccn2c1N(C)C(=O)c1ccco1 | 1 | 7
5 | Cc1c(C(=O)OCC(C)(C)CN(C)C)oc2ccccc12 | -7 | 13
6 | CCC(C)Sc1ccc([C@@H]2[C@H]3C(=O)N(C)C(=O)[C@H]3[C@]3(C(=O)OC)CCCN23)cc1 (stereo partly drawn) | 6 | -5
7 | Cc1ccc(NC(=O)N2C3CCCC2CC(NC(=O)C(C)(C)C)C3)cc1 (stereo not drawn) | -5 | 4
8 | COc1ccccc1CCC(=O)OCC(=O)NC1CC1 | 1 | 3
9 | COc1ccc(C(N)CCc2ccco2)cc1 (stereo not drawn) | -20 | 18
10 | C[C@@H]1CCCCO[C@H](CN(C)S(=O)(=O)c2cccs2)[C@H](C)CN([C@@H](C)CO)C(=O)c2cc(NC(=O)NC3CCCCC3)ccc2O1 | 23 | -12
11 | COc1ccccc1CNc1nc2cc(-c3ccsc3)sc2c(=O)n1C | 6 | -3
12 | COc1ccc(-c2sc3ccc(OC)cc3c2-c2ccc(O)cc2)cc1 | 39 | -45
13 | CC(=O)NC(Cc1ccccc1)C(=O)N1CCN(C(=S)NCC(C)C)CC1 (stereo not drawn) | 1 | -3
14 | CCCCOn1c(C)c(C(C)=O)c2c3no[n+]([O-])c3ccc21 | 3 | 9
15 | Cc1ccc(OCCN2CCN(C(=O)CCC(=O)Nc3nnc(C)s3)CC2)cc1 | -6 | 1
16 | COc1ccc(NS(=O)(=O)c2cccc(C(=O)N3CCN(S(=O)(=O)c4ccccc4)CC3)c2)cc1 | 2 | -3
17 | COc1ccc(-n2nnnc2CNC(=O)c2ccc3c(c2)OCO3)cc1 | -39 | -4
18 | Cc1cccc(NC(=O)Nc2cc(C)on2)c1 | -6 | -7
19 | O=C(Nc1ccc(Oc2cccnc2)cc1)C1CCN(Cc2ccccc2F)CC1 | 2 | -2
20 | CN(C)/C=N/c1c(C#N)cnn1-c1nc2ccccc2s1 | 8 | 4
21 | COC(=O)c1ccc(C(NC(=O)OCc2ccccc2)/C(C)=C/[C@@H](C)C(=O)NCc2ccc(-c3ccccc3)cc2)cc1 (stereo partly drawn) | 9 | 5
22 | O=C(Nc1cccnc1)C1CCCN(S(=O)(=O)c2cccc3nsnc23)C1 (stereo not drawn) | -10 | 4
23 | Cc1nn(C(C)C(=O)N2CCN(c3ccccn3)CC2)c(=O)c2cc3occc3n12 (stereo not drawn) | 2 | 2
24 | C/C(=N/NC(=O)C1CC1(c1ccccc1)c1ccccc1)c1cccs1 (stereo not drawn) | 2 | 1
25 | CCOC(=S)SCC(=O)N1CCc2ccccc2C1C1C(=O)CCCC1=O (stereo not drawn) | -13 | 5
26 | CCOc1ccc(OCC)c(N=c2oc3c(C)ncc(CO)c3cc2C(N)=O)c1 | -5 | 11
27 | O=C(OCn1cncn1)c1ccc(Cl)cc1Cl | -1 | 4
28 | COC(=O)c1ccccc1NC(=O)c1ccccc1N(C)S(C)(=O)=O | -10 | 2
29 | CCC(c1nnnn1Cc1ccco1)N1CCN(c2cc(Cl)ccc2C)CC1 (stereo not drawn) | -16 | 6
30 | CCCNC(=O)c1nn2c(C(F)(F)F)cc(-c3ccccc3)nc2c1Cl | 5 | 0

Molecules above that contain fluorine:
no. | Structure | TAG inh | TAG inh DAPI viability
1 | O=C(Cc1c(F)cccc1Cl)NNC(=O)c1cccs1 | 12 | 2
19 | O=C(Nc1ccc(Oc2cccnc2)cc1)C1CCN(Cc2ccccc2F)CC1 | 2 | -2
30 | CCCNC(=O)c1nn2c(C(F)(F)F)cc(-c3ccccc3)nc2c1Cl | 5 | 0

(list continues)
no. | Structure | TAG inh | TAG inh DAPI viability
31 | CC(c1nnc(SCC(=O)N2CCc3ccccc32)n1-c1ccc(Cl)cc1)N(C)C (stereo not drawn) | -7 | -1
32 | Cc1ccc(-n2nc3c(c2NC(=O)c2ccccc2Br)CS(=O)C3)cc1 (stereo not drawn) | 5 | -7
33 | COc1ccc(NC(=O)c2[nH]c(C)c(C(C)=O)c2C)cc1S(=O)(=O)Nc1ccc(Br)cc1 | 12 | 1
34 | CCc1cc(CC)c(/C=N/NC(N)=O)c(CC)c1 | 4 | -9
35 | CC1C(=O)Nc2ccc(S(=O)(=O)NCCc3ccc(Cl)cc3)cc2NC1=O (stereo not drawn) | 7 | 0
36 | Nc1nccnc1C(=O)OCC(=O)Nc1ccc2[nH]c(=O)[nH]c2c1 | 23 | 2
37 | O=C(N[C@@H](Cc1c[nH]c2ccccc12)C(=O)O)OCC1c2ccccc2-c2ccccc21 | 4 | -5
38 | O=C(CN1C(=O)NC(c2ccccc2)(c2ccccc2)C1=O)NC1CCS(=O)(=O)C1 (stereo not drawn) | 13 | -4
39 | Cc1nc2ccccc2n1CC(=O)OCC(=O)NC1CC1 | -6 | 1
40 | O=C(CN1C(=O)NC2(CCCC2)C1=O)N1CCN(c2ccccc2Cl)CC1 | 0 | -4
41 | CCCNC(=O)C1(C)CCCN(Cc2ccsc2)C1 (stereo not drawn) | -14 | 4
42 | O=C(c1noc2c1CCCC2)N1CCC(CO)(Cc2ccccc2Cl)CC1 | 5 | -6
43 | O=S(=O)(c1ccccc1)C1(S(=O)(=O)c2ccccc2)CCCC1 | -7 | -4
44 | CCOC(=O)c1c(C)[nH]c(C(=O)OCC(=O)Nc2ccc(Cl)cn2)c1C | -12 | 2
45 | CCOc1ccc(COC(=O)C2CC(=O)N(CCc3ccccc3)C2)cc1OC (stereo not drawn) | 8 | -6
46 | CCOC(=O)C1CCCN(C(=O)C2CCC(CNS(=O)(=O)c3ccc(NC(C)=O)cc3)CC2)C1 (stereo not drawn) | 10 | -11
47 | N#CC1C(C#N)N2CCCN2C1c1ccc(Br)cc1 (stereo not drawn) | -9 | 8
48 | S=C(Nc1ccccc1Cl)N1CCC(c2ccccc2)C1 (stereo not drawn) | -8 | 8
49 | O=C(NCCS(=O)(=O)c1ccc(Br)cc1)c1ccccc1Cl | -1 | -1
50 | COC(=O)c1scc(S(=O)(=O)C(C)C)c1N/N=C(\C#N)C(=O)c1ccc(Cl)cc1 | 4 | 5
51 | Cc1ccc(-n2c(SCc3ccc(C(=O)O)cc3)nnc2-c2ccncc2)cc1 | 1 | 0
52 | CCCOc1ccc2[nH]cc(C(=O)O)c(=O)c2c1 | -12 | -3
53 | CCOC(=O)C1CCN(C(=S)Nc2ccc(Cl)cc2C)CC1 | 4 | -13
54 | CCOc1ccccc1CN1CCN(CC2=Cc3cc(OC)ccc3OC2)CC1CCO (stereo not drawn) | -31 | 6
55 | CC(C)(C)c1ccccc1NC(=S)NC1CCCC1 | -28 | 2
56 | Cc1ccsc1/C=N/NC(=O)CC(=O)NCC(C)C | -8 | -2
57 | Cc1ccnc(NC(=O)c2ccc(S(=O)(=O)NCc3ccco3)cc2)c1 | 18 | 4
58 | CC(C)Oc1ccc(CSC(=N)N)cc1 | 13 | 6
59 | Cn1ccnc1SCC(=O)Nc1ccc(Br)cc1C(F)(F)F | -13 | 0
60 | OCCC1CN(Cc2cc3ccccc3o2)CCN1Cc1ccc(F)cc1 (stereo not drawn) | -12 | 8
61 | CC(=O)NCCN1C(=O)S/C(=C\c2cccs2)C1=O | -5 | 1
62 | CN=C(C)/C(C(=O)OC)=C(/O)c1ccccc1F | -4 | -7
63 | Cc1cc(Cl)ccc1NC(=O)C1CCCN1C(=O)c1cccs1 (stereo not drawn) | 15 | -12
64 | Cc1nc2cc(NCc3ccc(Cl)cc3)ccc2n1C | -2 | 17
65 | Cc1ccc(C(=O)NC(=S)NCCCN2CCOCC2)cc1 | 3 | 2
66 | CC1(c2ccc3c(c2)OCCO3)NC(=O)N(CC(=O)Nc2ccccc2F)C1=O (stereo not drawn) | 4 | -4
67 | COc1ccccc1-n1c(SCC(=O)Nc2ccc(Cl)cc2)nc(O)c(Cc2ccccc2)c1=O | 5 | 2
68 | O=c1c2cc(NC(=S)N3CCCCCC3)ccc2nc2n1CCCCC2 | -5 | 9
69 | Cc1ccc2cc(C)c(NCCO)nc2c1 | -8 | 11
70 | Cc1cccc(OCC(=O)N2CCCc3ccccc32)c1 | -12 | 4
71 | Cc1cc(C(=O)Nc2ccccc2C(=O)O)ccc1NC(=O)COc1cccc([N+](=O)[O-])c1 | 6 | -1
72 | O=C1NC(N2CCOCC2)=N/C1=C/c1ccc2c(c1)OCO2 | -3 | 1
73 | COc1cc(NC(=O)CN(c2ccc(C)cc2)S(=O)(=O)c2c(C)nn(C)c2C)cc(OC)c1 | 18 | -14
74 | Cc1cccc(C)c1-n1nnnc1C1(Nc2ccccc2)CCCCC1 | -37 | 0
75 | O=C1c2ccccc2C(Nc2ccc(S(=O)(=O)N3CCOCC3)cc2)N1c1cccnc1 (stereo not drawn) | 4 | -3
76 | COCc1nc2c([nH]1)c(=O)n(C)c(=O)n2CC(C)C | 10 | 5
77 | O=C1CS/C(=C\S(=O)(=O)c2ccc(Cl)cc2)N1 | -4 | 2
78 | COCOc1cccc(CN2CCC2(C)C(=O)Nc2ccc(OC)c(OC)c2)c1 (stereo not drawn) | 9 | -4
79 | O=c1c2cc(NC(=S)NC3CCCC3)ccc2nc2n1CCCCC2 | -56 | 5
80 | O=c1c2c(-c3ccccc3)csc2ncn1/N=C/c1cccc([N+](=O)[O-])c1O | -10 | -2
81 | O=C(Cc1ccc(Cl)cc1)NCCc1c[nH]c2ccccc12 | -16 | -5
82 | CC(C)(C)c1ccc(C(=O)N/N=C/c2ccc(OCCCF)cc2)cc1 | 41 | -3
83 | COc1ccc(C2/C(=C(/O)c3ccc(C)cc3)C(=O)C(=O)N2c2ccccn2)cc1OC (stereo not drawn) | -4 | 2
84 | CNc1nc2ccccc2n1CC(=O)c1ccccc1 | 4 | -9
85 | CN(N)c1nc(-c2ccccc2)cc(-c2ccccc2)n1 | -13 | 17
86 | Cc1ccc(-n2c(-c3cnccn3)n[nH]c2=S)cc1 | -12 | 5
87 | CCCCCNC(=O)C1CCC(Cn2c(=S)[nH]c3ccccc3c2=O)CC1 (stereo not drawn) | -5 | -6
88 | COc1ccc(NC(=O)c2ccc(-c3c(C)noc3C)c3ccoc23)cn1 | 26 | -4
89 | Cc1cc(OCCCC(=O)NCCN2C(=O)S/C(=C\c3cccnc3)C2=O)ccc1Cl | -1 | -7
90 | COc1cccc(-c2n[nH]nc2C2=CC(=O)CC(C)(C)C2)c1 | -2 | 5

Next section; the last 2 above are carried over.
no. | Structure | TAG inh | TAG inh DAPI viability
89 | Cc1cc(OCCCC(=O)NCCN2C(=O)S/C(=C\c3cccnc3)C2=O)ccc1Cl | -1 | -7
90 | COc1cccc(-c2n[nH]nc2C2=CC(=O)CC(C)(C)C2)c1 | -2 | 5
91 | CCOC(=O)N1CCc2c(sc(NC(=O)CN3CCN(C)CC3)c2C(=O)Nc2ccccc2)C1 | 4 | -1
92 | FC(F)Oc1ccccc1NC(=S)NCCc1ccccc1 | -27 | 2
93 | CCOc1ccc(S(=O)(=O)NCCC(=O)N(C)CC(=O)Nc2ccc(OC)cc2)cc1 | -7 | -2
94 | Cn1c2ccccc2c(=O)c2ccc(-c3ccc4c(c3)OCO4)cc21 | -12 | 5
95 | Cc1ccc(Cn2c(SCCN3CCCCC3)nc3c2c(=O)[nH]c(=O)n3C)cc1 | 14 | -6
96 | CC1=NN(c2ccccc2)C(=O)C1C(=O)C(=O)Nc1ccc(F)cc1 (stereo not drawn) | 8 | -2
97 | CCCC(=O)N1CC2(C)CN(C(=O)CCC)CC(CCC)(C1)C2=O | 6 | -1
98 | O=C(NCc1ccccc1)c1ccc(=O)[nH]n1 | -6 | -1
99 | O=C(NCC1CCCN1S(=O)(=O)c1cccs1)c1ccccc1F (stereo not drawn) | -7 | -3
100 | CC[C@@H]1C=C(C(=O)O)[C@H](c2ccc3c(c2)OCO3)N1S(=O)(=O)c1ccc(C)cc1 | -4 | 4
101 | Cc1ccnc(NC(=O)COC(=O)C2COc3ccccc3O2)n1 (stereo not drawn) | -8 | 8
102 | Cc1c(CN2CC[C@@H](N3CCN(c4ccccn4)CC3)[C@H](O)C2)[nH]c2ccc(F)cc12 | -28 | 13
103 | COc1cccc(CN2CCNC(=O)C2CC(=O)N(C)CCC2CCOCC2)c1OC (stereo not drawn) | 8 | 3
104 | CCC(=O)N1CCc2cc(S(=O)(=O)CCC(=O)Nc3ccc(F)c(F)c3)ccc21 | 13 | -7
105 | O=C(CCc1ccccc1)Nc1cc(NC(=O)CCc2ccccc2)cc(C(=O)O)c1 | -6 | 157
106 | O=C1CC(Cc2ccc(Cl)cc2)C(=O)N1c1ccncc1 (stereo not drawn) | 4 | 1
107 | COc1ccc(CC(C(=O)Nc2cccc(F)c2)c2nn[nH]n2)c(OC)c1 (stereo not drawn) | 1 | -4
108 | Cn1c(Cn2c(=O)sc3ccccc32)nnc1SCC(=O)Nc1ccc2c(c1)OCO2 | 5 | -17
109 | COc1ccc(OC(=O)c2cc3cc(Cl)ccc3oc2=O)cc1 | -3 | 4
110 | O=C(CCNS(=O)(=O)c1ccc2c(c1)CCC(=O)N2)NCc1cccnc1 | -6 | 5
111 | O=C(COC(=O)/C=C/c1ccc(C(F)(F)F)cc1)NC1CCCC1 | 6 | -6

Reprinted at random: five compounds from above
no. | Structure | TAG inh | TAG inh DAPI viability
4 | CCc1nc2c(OCC(=O)C(C)(C)C)cccn2c1N(C)C(=O)c1ccco1 | 1 | 7
89 | Cc1cc(OCCCC(=O)NCCN2C(=O)S/C(=C\c3cccnc3)C2=O)ccc1Cl | -1 | -7
69 | Cc1ccc2cc(C)c(NCCO)nc2c1 | -8 | 11
92 | FC(F)Oc1ccccc1NC(=S)NCCc1ccccc1 | -27 | 2
82 | CC(C)(C)c1ccc(C(=O)N/N=C/c2ccc(OCCCF)cc2)cc1 | 41 | -3

These rows are one share of the data (hit frequency here may not be typical).
